# Compound activity deposited in PubChem by several laboratories.
# p47phox inh: blocks human p47phox regulatory protein of NADPH oxidases; P14598; p47phox/p22phox peptide binding, fluorescence polarization, 2 h; inhibition, % at 24.7 µM; 220,000 compounds, 0.53% hits;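 active = inhibition above about 30%, limit read from the data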;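 also: 0% = p47phox with labelled peptide and 100% = labelled peptide alone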
# NPY-Y2 PAM-ag: human NPY-Y2 potentiation or agonism, primary screen; P49146; cells expressing NPY-Y2, potentiator/agonist read-out; activation, % at 3.6 µM; 220,000 compounds, 0.45% hits; in the data active = activation above about 27%;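 also: cells stimulated with NPY near EC25 plus isoproterenol at EC100; 0% = vehicle plus submaximal agonist and 100% = vehicle plus saturating agonist; some results beyond the cut were filed as inactive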
# Target sequence (P49146 whole entry, looked up): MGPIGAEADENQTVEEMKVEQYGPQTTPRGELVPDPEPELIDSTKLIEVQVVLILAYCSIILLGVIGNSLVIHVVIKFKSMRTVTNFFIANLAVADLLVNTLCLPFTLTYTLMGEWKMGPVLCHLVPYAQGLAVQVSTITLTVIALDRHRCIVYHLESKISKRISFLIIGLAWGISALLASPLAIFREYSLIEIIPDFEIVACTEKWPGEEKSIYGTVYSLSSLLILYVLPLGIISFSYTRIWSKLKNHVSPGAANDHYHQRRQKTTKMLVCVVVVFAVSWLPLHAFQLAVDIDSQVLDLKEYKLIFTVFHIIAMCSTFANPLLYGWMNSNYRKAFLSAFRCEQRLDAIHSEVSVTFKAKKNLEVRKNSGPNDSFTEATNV
# NPY-Y1 antag: antagonists of human neuropeptide Y receptor Y1; P25929; HEK293-CNG Y1 cells, membrane potential fluorescence; NPY at EC95, then isoproterenol; inhibition, % at 3.6 µM; 200,000 compounds, 1% hits; AID 1040;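 active = inhibition above the campaign mean inhibition of all tested compounds plus 3 SD, cut at about 20% in these data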;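 also: 0% = DMSO wells given NPY plus isoproterenol and 100% = isoproterenol alone without NPY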
#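 Material: HEK293 cells with Y1 receptor plus CNG channel; times: compound incubation 1 h at room temperature, readout 45 min post-stimulation; signal: fluorescence, membrane potential probe; read-out basis: fluorescence ratio normalized to % inhibition between controls; benchmarks: full-block control isoproterenol-only wells, zero-block control NPY plus isoproterenol wells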
# CHOP inhibitor: blocks CHOP induction under ER stress; CHO-K1 CHOP-promoter luciferase, tunicamycin-induced, 15-18 h; inhibition, % at 10 µM; 220,000 compounds, 3.8% hits; AID 2732;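 active = compounds that reduced the stress-induced luciferase reporter signal by more than about 70% of percent inhibition, limit read from the data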;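 also: 0% = tunicamycin plus vehicle and 100% = wells without tunicamycin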
# S1P4 agonist: human S1P4 receptor agonism; S1P4-expressing cell line, agonist reporter assay; O95977; activation, % at 4.98 µM; 220,000 compounds, 0.35% hits; in the data active = activation above about 11%;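 also: 0% = DMSO vehicle and 100% = reference agonist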
# Target sequence (O95977 whole entry, looked up): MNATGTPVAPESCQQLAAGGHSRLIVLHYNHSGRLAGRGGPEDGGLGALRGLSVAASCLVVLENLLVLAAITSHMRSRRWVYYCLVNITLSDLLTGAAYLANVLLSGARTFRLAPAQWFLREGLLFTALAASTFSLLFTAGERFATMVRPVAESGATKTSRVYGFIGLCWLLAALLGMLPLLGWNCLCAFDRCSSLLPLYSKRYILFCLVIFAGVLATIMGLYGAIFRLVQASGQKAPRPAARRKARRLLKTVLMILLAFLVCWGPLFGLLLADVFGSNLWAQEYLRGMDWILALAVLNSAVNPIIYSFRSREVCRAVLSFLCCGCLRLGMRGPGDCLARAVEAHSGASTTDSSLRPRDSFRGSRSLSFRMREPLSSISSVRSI
# BaF3 tox: counter-screen for JAK2V617F inhibitors: parental Ba/F3 viability inhibitors. AID 1486. CellTiter-Glo ATP luminescence. 220,000 compounds, 1.1% hits. inhibition, % at 5.6 µM;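 active = inhibition above a per-campaign cutoff, the mean inhibition of all tested compounds plus 3 SD, cut at about 27% in these data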;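 also: 0% = DMSO wells and 100% = JAK Inhibitor I control wells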
# S1P4 antagonist: antagonists of human S1P4 receptor; O95977; S1P4-expressing cells, antagonist mode, reporter read-out; inhibition, % at 4.98 µM; 220,000 compounds, 0.26% hits; in the data active = inhibition above about 29%;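 also: 0% = wells stimulated with agonist and 100% = vehicle wells without agonist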
# NPY-Y1 PAM-ag: human NPY-Y1 potentiation or agonism, primary screen. AID 1304. NPY-Y1 expressing cells, potentiator/agonist activation. activation, % at 3.6 µM. 220,000 compounds, 0.37% hits; in the data active = activation above about 33%, passing the limit was not always enough;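 also: cells stimulated with NPY at EC10 then isoproterenol at EC100; 0% = low agonist plus stimulus and 100% = saturating agonist plus stimulus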
# Ba/F3 V617F tox: lowers viability of Ba/F3 cells expressing EpoR and JAK2V617F. ATP luminescence. inhibition, % at 5.6 µM. 220,000 compounds, 1.1% hits;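 active = inhibition above the campaign mean plus 3 SD over all tested compounds, cut at about 24% in these data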;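 also: cytokine-independent growth of Ba/F3 cells driven by EpoR plus mutant JAK2; 0% = DMSO-treated cells and 100% = JAK inhibitor I control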
# Numbers without * were called inactive; . = not tested or not shown.
smiles,p47phox inh,NPY-Y2 PAM-ag,NPY-Y1 antag,CHOP inhibitor,S1P4 agonist,BaF3 tox,S1P4 antagonist,NPY-Y1 PAM-ag,Ba/F3 V617F tox
O=C(Cc1ccc(Cl)cc1)Nc1ccncc1,-18,8,-6,53,-0.1,9,-11,24,6
O=C(CSc1nnc(C2COc3ccccc3O2)o1)N1CCOCC1 (stereo not given),-2,9,3,23,-0.8,5,-17,-8,0
CCOC(=O)C1CCCN(Cc2ccc3c(c2)OCO3)C1 (stereo not given),-8,21,5,3,1.4,4,-7,-8,-4
CCOc1ccc(-c2nnn(CC(=O)NCc3ccco3)n2)cc1,-9,-8,3,27,0.7,2,-10,10,1
c1ccc(CN2CCN(c3ncnc4nc[nH]c34)CC2)cc1,-12,-1,1,36,1.6,3,7,-15,1
Fc1ccc(Nc2nc(Oc3ccc4c(c3)OCO4)nc(N3CCOCC3)n2)c(F)c1,6,2,-2,24,0.6,0,-12,4,-2
COc1ccc(C(=O)NNC(=O)c2cc(C)[nH]n2)cc1,-2,8,1,0,-1.1,2,14,5,-5
Cc1ccc(S(=O)(=O)Nc2c(C)nc3nc[nH]n3c2=O)c(C)c1,-3,-3,11,-9,-0.9,3,-4,6,-2
CCC(Cc1ccccc1)NC(=O)C1CCC(CNc2c(N3CCCC3)c(=O)c2=O)CC1 (stereo not given),16,6,5,30,1.3,6,-5,8,0
Cc1c2c(=O)n(-c3nc4ccccc4s3)nc-2cc(O)n1Cc1ccccc1,-37,-4,.,-7,-0.8,6,-10,15,-2
CC(=O)c1c(C)[nH]c(C2=NNC(=NCc3ccccc3)SC2)c1C,-12,-2,5,-13,-1.2,3,-14,-3,-1
CN(C)C(=O)C(NC(=O)c1ccccc1)=C(Cl)Cl,-8,-13,7,17,-0.3,3,3,-11,0
CCN(CC)c1ccc(NC(=O)COC(=O)/C=C/c2nc3ccccc3s2)cc1,11,10,-2,17,1.5,6,-9,-13,1
CC[n+]1c(/C=C/Nc2ccccc2)oc2ccc(OC)cc21,-36,-29,9,3,0.6,20,20,2,11
Cn1cc(Br)c(C(=O)NN2C(=O)C3C(C2=O)C2C=CC3C23CC3)n1 (stereo not given),-4,6,-4,5,2.3,5,-2,-9,-3
CCCCCCCCCC(=O)N/N=C/c1ccc(C)s1,-1,-8,8,95*,2.9,4,-12,-5,0
COc1cccc(-c2nnc3sc(-c4ccc(C)cc4)nn23)c1,-2,0,1,25,3.7,5,-6,9,0
COc1cccc(NC(=O)CN2C(=O)NC(C)(CC(C)C)C2=O)c1 (stereo not given),-2,1,-5,-38,2.4,0,-8,10,-1
O=C(NCc1ccccc1Cl)c1ccc(S(=O)(=O)Nc2cccc(C(F)(F)F)c2)cc1,-4,11,-4,98*,0.4,4,-5,17,-2
CCOC(=O)NC(NC(=O)OCC)C(=O)c1ccccc1,-1,8,-5,17,0.9,-1,-26,-7,-1
Cc1nnc(SCC(=O)NC2CCS(=O)(=O)C2)n1Cc1ccccc1 (stereo not given),-4,9,0,-1,-0.6,-1,-7,0,-1
COc1cccc(-c2nc(CS(=O)(=O)CC(=O)N3CCN(c4ccccn4)CC3)c(C)o2)c1,-8,1,4,59,-0.5,7,-6,3,-2
CCO[C@H]1OC(C(=O)N2CCN(Cc3ccccc3)CC2)=C[C@@H](c2coc3ccccc3c2=O)[C@@H]1CCCO,.,10,-3,16,-0.9,-2,8,16,-3
Cc1ccc(NC(=S)NC(=O)c2ccc(-c3ccccc3)cc2)c(C)c1,-2,-19,3,25,-1.1,0,-2,-27,1
CN(C)/C=N/C(=S)Nc1ccc(F)cc1,-3,0,-1,18,-0.4,3,-3,1,-2
Cc1nn(Cc2ccccc2)c(Cl)c1C(=O)NCc1ccc(C)n1C,-22,-5,2,24,0.7,-1,7,12,-3
Fc1cc(F)c(C2SCCN2C(=S)Nc2cccc(C(F)(F)F)c2)c(F)c1 (stereo not given),-4,9,.,-2,3.7,1,-7,2,2
Cc1ccc(N2C(=O)CN=C2Nc2nc(C)cc(C)n2)cc1,1,-13,.,17,0.7,-1,3,25,-1
Cc1cc(Cl)c2cc3ccccc3cc2n1,-4,-14,.,3,-0.1,-2,-4,-42,1
O=S(=O)(c1ccc2ccccc2c1)N1CCCOC1,5,-12,0,18,-0.4,1,-3,1,0
CN(C)c1ccc(C(=O)OCC(=O)c2cccs2)cc1,-5,3,-4,-17,1.8,4,-2,8,1
CC(C)(Oc1ccc(Cl)cc1)C(=O)N/N=C/c1cn[nH]c1-c1ccccc1,-5,-16,5,38,-3.5,1,14,5,-1
COC(=O)C1CSC(C(=O)OC)N1C(=O)Nc1c(C)cccc1C (stereo not given),-7,-14,2,41,-3.4,6,-24,23,-4
O=C(OCc1c(Cl)cccc1Cl)c1cnccn1,5,-10,1,15,0.3,4,-24,-17,2
CCn1cc([N+](=O)[O-])c(C(=O)NCc2ccc(Cl)cc2)n1,-6,9,-3,-4,-1.3,2,-9,12,-1
COc1ccc(OCC(=O)Nc2ccc(S(=O)(=O)Nc3nc(C)cc(C)n3)cc2)cc1,-1,-10,4,-22,-1.2,2,-13,-9,4
CCCn1nnnc1NCc1cccn1C,1,-1,-2,9,2.1,7,-20,-3,4
CC(C)NC(=O)c1sc2nc3c(c(-c4cccs4)c2c1N)CN(C)CC3,-11,-6,0,-13,-1.2,8,-10,12,-2
Cc1cc(C)n2nc(C(=O)N3CCCC(CNS(=O)(=O)c4cccs4)C3)cc2n1 (stereo not given),-16,9,8,11,4.0,-1,8,14,-2
Cc1c(-n2c(SCC(=O)N(C)C3CCS(=O)(=O)C3)nc3ccccc3c2=O)c(=O)n(-c2ccccc2)n1C (stereo not given),-8,-3,3,-6,0.8,7,-15,16,-2
O=C1C(c2ccccc2)SC(=Nc2ccccc2)N1S(=O)(=O)c1ccccc1 (stereo not given),-11,-10,-2,5,1.1,7,-12,7,0
CCOc1ccc(C(=O)OCC(=O)NC(C)C)cc1,0,-11,-4,-1,-0.1,1,-3,4,-2
O=C(Cc1c[nH]c2ccccc12)NCc1ccccc1F,-14,0,-1,15,-0.2,-2,-17,-2,-2
COCCOC(=O)C1=C(C)Nc2ncnn2C1c1ccccc1 (stereo not given),-4,-5,-4,18,0.2,5,1,-1,5
Cc1ccc(Nc2nc(N)nc(CSc3nccn3C)n2)cc1,-1,-2,-3,-3,1.5,7,-18,-15,2
Cc1ccc(OCC(=O)Nc2ccc(S(=O)(=O)N3CCCCC3)cc2)c([N+](=O)[O-])n1,-17,10,-2,15,0.9,11,0,9,1
NC(=O)NCc1ccc(Cl)cc1,-3,-11,6,18,2.0,2,-7,2,3
CC(=O)c1cnc2c(-c3ccccc3)c(C)nn2c1C,4,13,0,-3,-1.7,2,-4,5,-3
O=C1CC(N2CCCCCC2)C(=O)N1c1ccc(F)cc1 (stereo not given),1,5,-3,-7,-0.3,-2,3,9,-1
CC(C)(C)NC(=O)C(=O)NNC(=O)COc1ccccc1,-6,1,-4,6,0.1,6,-2,4,-2
O=C(NCCCN1CCOCC1)C(=O)N/N=C/c1ccccc1Cl,-17,0,.,12,1.3,-3,1,4,-7
CCn1c2ccc(C)cc2c2nnc(SCCN3CCOCC3)nc21,3,-10,2,-4,2.6,6,-7,-14,2
Cc1ccc(-c2noc(CCC(=O)N3CCN(c4cccc(C(F)(F)F)c4)CC3)n2)cc1,-6,0,2,39,-0.8,10,-11,-13,2
C=CCn1cnc2scc(-c3ccc(C)cc3)c2c1=O,-19,2,1,75*,0.2,7,-4,7,-2
CN(C)C(CNC(=O)c1cccc(C#N)c1)c1ccco1 (stereo not given),0,0,-2,23,2.7,0,-15,2,-1
CC(=O)c1cc2c(cc1NC(=O)CSc1nnc(C)s1)OCO2,-17,-9,-6,15,1.3,2,-19,-17,-1
COc1ccc(C(c2nnnn2Cc2ccc(F)cc2)N2CCN(c3ccc(OC)cc3)CC2)cc1 (stereo not given),-7,12,-4,43,0.4,3,1,14,-1
CC(C)(C)c1ccc(/C=N/NC(=O)c2ccccn2)cc1,2,-4,4,41,2.5,0,-6,3,0
O=C(NCCCn1ccnc1)c1ccncc1,1,12,-13,-21,-0.3,2,-16,-9,-1
CC1C=CCC2C(=O)N(c3ccc(OC(=O)c4ccco4)cc3)C(=O)C12 (stereo not given),7,-10,3,8,-1.9,5,15,-20,5

# The list continues.
smiles,p47phox inh,NPY-Y2 PAM-ag,NPY-Y1 antag,CHOP inhibitor,S1P4 agonist,BaF3 tox,S1P4 antagonist,NPY-Y1 PAM-ag,Ba/F3 V617F tox
C#CCOCCOCCOCCNc1nc(N2CCN(C(=O)[C@H](CCC(=O)O)n3cc(C(N)CO)nn3)CC2)nc(N2CCN(C(=O)[C@H](Cc3cc4ccccc4[nH]3)n3cc(C(N)[C@H](C)CC)nn3)CC2)n1 (stereo not given in full),3,-4,-4,-6,1.5,-3,2,-1,5
COc1cc(/C=C/C(=O)NNc2c(F)c(F)cc(F)c2F)ccc1OC(F)F,-12,1,8,45,-2.7,3,-1,-14,-4
Cc1ccc(N2CCCCn3c2nc2c3c(=O)[nH]c(=O)n2C)cc1,-16,8,0,-12,-0.2,4,-5,-1,0
O=C(O)C(Cc1ccccc1-c1ccccc1)C(=O)O,-11,13,.,-5,0.1,-6,-31,17,0
Oc1ccc(/C=N/Nc2ccnc3cc(Cl)ccc23)cc1O,-37,-3,.,43,0.2,52*,-7,19,85*
O=C(NC1CCCC1)c1ccc(CN2CCOCC2)cc1,-9,-4,-1,29,-2.0,9,-6,-17,1
O=[N+]([O-])c1cc(S(=O)(=O)c2ccc(N3CCCCC3)c([N+](=O)[O-])c2)ccc1N1CCCCC1,-8,-5,3,52,-0.3,0,-16,2,-2
O=C(CCC1CCCN(Cc2ccc(O)c(Cl)c2)C1)NCc1ccccc1F (stereo not given),-1,-9,6,11,2.7,3,-16,11,-2
CCc1ccc(N2C(=O)c3sc4nnc(-c5ccccc5)c(=O)n4c3C2=O)cc1,-21,-1,3,71*,2.2,1,0,1,-1
Cc1c(N=Cc2cccs2)c(=O)n(-c2ccccc2)n1C,4,3,13,8,-1.0,1,-14,3,1
O=C(Nc1ccc(-c2noc(COc3ccccc3Cl)n2)cc1)c1ccco1,-27,-2,-3,-31,1.0,1,-5,-8,-2
O=C(NCC1CCCO1)c1ccc2c(=O)n(CC3CCCO3)c(SCC(=O)N3CCCC3)nc2c1 (stereo not given),-6,-1,-2,-7,0.9,5,-2,4,1
COC(Cc1nnc(SC)n1-c1ccc(Cl)cc1)OC,2,14,0,-5,-2.0,6,-5,-9,-3
COC(=O)C(C)Sc1nnc(Cc2cc(=O)[nH]c(=O)[nH]2)n1-c1cc(C)ccc1C (stereo not given),-2,-5,2,-12,-0.8,6,-6,0,2
Cc1ccc(CC2(O)CC(C)N(C)CC2C)c(C)c1 (stereo not given),-2,-2,-3,38,-0.8,11,-5,-15,0
COC(=O)[C@H](C)NC(=O)NCc1ccc(F)cc1,-11,4,-6,20,-4.0,0,-2,-31,-1

# Rows were taken by chance. Share with any hit: about 7.1%.
